MPTP block: mitochondrial permeability transition pore inhibitors, primary screen, biochemical, isolated mouse mitochondria, absorbance. Ca2+ swelling absorbance, 30 min. inhibition, % at 10 µM. 1.4% of 360,000 active;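 active = inhibition of 50% or more, scaled per plate between neutral and stimulator controls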;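 note: 0% = DMSO wells given calcium and 100% = 1 mM EGTA wells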
SENP8 inh: human SENP8 protease inhibitors, primary screen, biochemical, fluorescence, Nedd8 protein substrate, uHTS | recombinant SENP8 | inhibition, % at 20 µM | 0.64% of 360,000 active | AID 602440, 2012; in the data active = inhibition mostly above about 40%, no sharp cut-off; inactive = mostly below about 27%
PfGluPho inh: PfG6PD enzyme inhibitors, primary screen, biochemical, fluorescence intensity, uHTS | glucose-6-phosphate dehydrogenase-6-phosphogluconolactonase (Plasmodium falciparum 3D7) | PfGluPho enzyme, NADPH resazurin-diaphorase fluorescence | inhibition, % at 20 µM | 0.78% of 350,000 active | AID 504690, 2011;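 active = inhibition reaching at least a set limit at 20 µM in the primary screen, cut at about 59% in these data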;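 note: 0% = DMSO wells with substrate and 100% = DMSO wells lacking glucose-6-phosphate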
GRIN3A LBD mod: binders of NR3A ligand-binding domain, primary screen, biophysical, differential scanning fluorimetry, uHTS; NR3A LBD differential scanning fluorimetry, Tm shift; 0% = protein alone, 100% = glycine-bound protein; AID 1259313, 2017; 2.5% of 340,000 active; Tm shift relative to glycine control, % at 25 µM; Glutamate receptor ionotropic, NMDA 3A (GRIN3A) ligand-binding domain;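 active = melting temperature shift of at least 10% of the positive control shift, at one fixed dose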
SENP6 inh: SENP6 protease inhibitors, primary screen, biochemical, luminescence, uHTS. Sentrin-specific protease 6 (Homo sapiens), Q9GZR1. Recombinant SENP6 catalytic domain, aminoluciferin luminescence. inhibition, % at 10 µM. 1.8% of 330,000 active;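 active = inhibition above about 50% at the single tested dose, limit read from the data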;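 note: plate controls were DMSO wells with enzyme for no effect and DMSO wells lacking enzyme for full effect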
ATG4B inh: ATG4B protease inhibitors, primary screen, biochemical, fluorescence, uHTS; Cysteine protease ATG4B (Homo sapiens), Q9Y4P1; 0.51% of 340,000 active; inhibition, % at 8.33 µM; ATG4B cleavage of LC3-PLA2, NBD-HPC fluorescence, 1 h; in the data active = inhibition above about 40%
Target sequence (Q9Y4P1 whole entry, looked up): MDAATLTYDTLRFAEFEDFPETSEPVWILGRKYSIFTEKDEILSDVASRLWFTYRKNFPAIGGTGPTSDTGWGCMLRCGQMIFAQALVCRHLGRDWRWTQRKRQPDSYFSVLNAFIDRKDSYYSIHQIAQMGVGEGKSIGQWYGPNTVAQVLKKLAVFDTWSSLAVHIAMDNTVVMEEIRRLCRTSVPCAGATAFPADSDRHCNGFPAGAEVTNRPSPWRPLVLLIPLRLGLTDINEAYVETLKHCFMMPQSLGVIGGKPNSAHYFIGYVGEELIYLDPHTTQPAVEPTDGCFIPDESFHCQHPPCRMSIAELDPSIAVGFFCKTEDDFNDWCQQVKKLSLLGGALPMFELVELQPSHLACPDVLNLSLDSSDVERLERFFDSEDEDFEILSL
hIAP activ: human IAP activators, primary screen, biochemical, luminescence, uHTS. purified human IAP, CDP-Star luminescence, 30 min; hits give high values; 1 = vehicle-only enzyme, 0 = enzyme-free background. activation factor at 10 µM. 0.16% of 330,000 active. AID 2524, 2010. Intestinal-type alkaline phosphatase (Homo sapiens), P09923;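 active = activation factor of the enzyme at least 2-fold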; note: the source names both 10 and 20 µM as test concentration; values of inactives mirror those of a sister screen read the other way
Target sequence (P09923 whole entry, looked up): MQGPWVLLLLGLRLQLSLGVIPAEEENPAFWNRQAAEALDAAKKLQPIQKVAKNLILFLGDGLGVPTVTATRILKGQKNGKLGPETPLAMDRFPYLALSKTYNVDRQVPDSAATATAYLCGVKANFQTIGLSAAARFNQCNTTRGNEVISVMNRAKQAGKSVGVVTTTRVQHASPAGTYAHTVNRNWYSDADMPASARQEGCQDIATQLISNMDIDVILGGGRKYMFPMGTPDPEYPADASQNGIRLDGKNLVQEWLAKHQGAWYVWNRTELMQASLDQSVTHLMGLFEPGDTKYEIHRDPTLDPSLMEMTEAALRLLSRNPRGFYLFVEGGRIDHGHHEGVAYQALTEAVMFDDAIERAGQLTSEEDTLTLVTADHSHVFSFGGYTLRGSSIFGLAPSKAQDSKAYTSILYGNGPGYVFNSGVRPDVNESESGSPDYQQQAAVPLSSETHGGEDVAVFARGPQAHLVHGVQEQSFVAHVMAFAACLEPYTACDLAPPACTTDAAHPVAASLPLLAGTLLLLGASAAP
SENP1 FRET inh: human SENP1 catalytic domain inhibitors, primary screen, biochemical, FRET, uHTS; inhibition, % at 10 µM; 0.21% of 360,000 active; recombinant SENP1 catalytic domain, CyPet-SUMO1-YPet FRET cleavage;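 active = inhibition at least 30% at 10 µM, raw YFP signal under a set limit, fluorescence ratio 0.5 to 1.5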;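 note: 0% = enzyme with DMSO and 100% = no enzyme wells; some results filed as inactive read as strong as hits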
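Controls: no-enzyme wells low, DMSO-plus-enzyme wells high control. Test system: human recombinant His6-tagged SENP1 catalytic domain enzyme. Reagent: SFCypet-SUMO1-SFYpet FRET protein substrate, 25 nM final. Doses: one dose per compound, 10 µM, 0.5% DMSO. Detection: FRET, CFP and YFP emission. Timing: 50 min reaction at room temperature.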
* marks the source's active call; other numbers are inactive results; i = inactive; / = not tested or not shown.

# | structure | MPTP block | SENP1 FRET inh | PfGluPho inh | SENP6 inh
1 | Nc1cccn2c(-c3ccc(Cl)c(Cl)c3)cnc12 | 0.6 | -30 | 48 | 24
2 | CC(C)(C)n1nc2c(c1NC(=O)CCCc1ccccc1)CS(=O)C2 (configuration not stated) | -0.2 | 2 | -18 | -13
3 | CNC(=O)/C(=C\c1ccco1)NC(=O)c1ccco1 | 0.1 | 1 | 7 | -39
4 | COCCNC(=O)c1onc(CSc2ccncc2)c1C(=O)NCCOC | -0.3 | 4 | 10 | -11
5 | CN1C(=O)/C(=C/c2ccc(C(=O)Nc3ccc(O)cc3C(=O)O)cc2)SC1=S | -3.2 | 5 | -6 | 93*
6 | CC1(C)C(=O)NCCN1C(=O)c1ccc2nc(Cc3ccccc3F)oc2c1 | -0.6 | 2 | 20 | -3
7 | CCn1c(SCC(=O)Nc2cc(OC)c(OC)c(OC)c2)nnc1-c1cccs1 | 2.3 | 3 | 17 | -8
8 | Cc1ccc(Cl)cc1NS(=O)(=O)c1cn(C)nc1C | 1.5 | -2 | -8 | 6
9 | CCCc1c(O)nc(SCC(=O)NCc2ccco2)[nH]c1=O | -0.6 | -1 | -3 | -1
10 | C/C(CC(=O)Nc1ccccc1C(F)(F)F)=N\NC(=O)c1cnccn1 | -2.1 | -1 | 7 | -2
11 | C[C@H](CO)N1C[C@H](C)[C@@H](CN(C)S(=O)(=O)c2ccc(F)cc2)Oc2ccc(NC(=O)CCC(F)(F)F)cc2C1=O | 0.8 | 1 | 0 | -5
12 | COc1cc(OC)cc(-c2c(-c3cccs3)c3cc(-c4ccc(OC)c(OC)c4)ccc3n2C)c1 | 0.8 | -3 | 12 | -14
13 | COC(=O)CCCCCCCCC(O)CN1CCCCC1 (configuration not stated) | 0.3 | 2 | 10 | -20
14 | CCN(C(=O)c1ccc2c(Cl)c3c(nc2c1)CCC3)c1ccc(C)c(C)c1 | -1.1 | 2 | 8 | 3
15 | Cc1onc(-c2ccccc2)c1C1=N/C(=C\c2ccccc2F)C(=O)O1 | 0.4 | 2 | -9 | 1

# | hIAP activ | GRIN3A LBD mod | SENP8 inh | ATG4B inh
1 | 0.97 | 8 | -221 | 10
2 | 1.1 | 0 | 14 | -7
3 | 1.1 | -1 | 8 | -1
4 | 1 | -2 | -3 | -5
5 | 1.1 | -2 | 26 | 0
6 | 0.9 | 7 | 6 | 0
7 | 0.96 | -1 | 3 | 5
8 | 0.8 | 5 | 8 | 1
9 | 1 | -1 | 13 | 3
10 | 1.1 | 0 | 4 | -9
11 | 0.85 | 4 | 6 | -8
12 | 1.1 | -2 | i | -8
13 | 0.98 | -4 | 14 | 8
14 | 0.97 | -22 | -15 | 21
15 | 1.2 | 0 | 2 | 10

Complete entries from above. Values in the order: MPTP block, SENP1 FRET inh, PfGluPho inh, SENP6 inh, hIAP activ, GRIN3A LBD mod, SENP8 inh, ATG4B inh
Results for `COc1cc(OC)cc(-c2c(-c3cccs3)c3cc(-c4ccc(OC)c(OC)c4)ccc3n2C)c1` : 0.8, -3, 12, -14, 1.1, -2, i, -8
Results for `CCn1c(SCC(=O)Nc2cc(OC)c(OC)c(OC)c2)nnc1-c1cccs1` : 2.3, 3, 17, -8, 0.96, -1, 3, 5
Results for `CNC(=O)/C(=C\c1ccco1)NC(=O)c1ccco1` : 0.1, 1, 7, -39, 1.1, -1, 8, -1
Results for `COCCNC(=O)c1onc(CSc2ccncc2)c1C(=O)NCCOC` : -0.3, 4, 10, -11, 1, -2, -3, -5

Next section
# | structure | MPTP block | SENP1 FRET inh | PfGluPho inh | SENP6 inh
16 | COC(=O)c1oc2ccc(Cl)cc2c1NC(C)=O | -1.1 | 3 | 1 | -7
17 | C#CCOCCOCCOCCNc1nc(N2CCN(C(=O)[C@H](CCCCN)n3cc([C@@H](N)[C@H](C)CC)nn3)CC2)nc(N2CCN(C(=O)[C@H](CCC(=O)O)n3cc([C@@H](N)CCSC)nn3)CC2)n1 | -0.3 | -2 | -1 | -4
18 | COc1ccc(NC(=O)c2c(Cl)n(C)c3ccccc23)cc1 | 1.6 | 0 | 33 | 22
19 | OC1NC(=S)N(c2ccccc2)C1O (configuration not stated) | -0.8 | 0 | 5 | -13
20 | O=C(COc1ccc(Br)cc1)OCC(=O)N1CCOCC1 | -2.1 | 6 | -10 | -6
21 | CC(C)c1cc(C(=O)N2CCCC(Nc3ccc(F)cc3)C2)nc(N)n1 (configuration not stated) | 0.1 | -2 | 5 | -3
22 | O=C1c2ccccc2C(=O)N1COc1ccc(S(=O)(=O)N2CCOCC2)cc1[N+](=O)[O-] | 0.4 | -1 | 0 | -31
23 | Cc1ccc(OCCSc2ncccn2)c(C)c1 | 1.9 | 0 | -8 | /
24 | CCCn1c2ccccc2c2cn[nH]c(=O)c21 | -0.3 | 2 | 43 | 10
25 | O=C1CC(=C(c2ccccc2)c2ccccc2)C(=O)N1CCN1CCN(c2cccc(Cl)c2)CC1 | 0.1 | 0 | 3 | -14
26 | CCc1cccc(CC)c1NC(=O)c1cccc(N)c1 | -0.8 | 1 | -2 | -7
27 | Fc1cc(F)cc(NC(=S)NCCCN2CCOCC2)c1 | 1.8 | 2 | 2 | 5
28 | O=c1c2ccccc2c(-c2ccc(F)cc2)nn1-c1ccc(C(F)(F)F)cc1 | 43 | 2 | 8 | 0
29 | Cc1nc(=O)c(-c2ccccc2)c(C)n1-c1ccccc1O | 0.7 | 0 | 1 | -17
30 | CCCCN1CC(=O)N2[C@H]3c4cc(C)ccc4OC[C@@H]3[C@H](C(=O)OCC)[C@]2(C)C1=O | 0.5 | -1 | -4 | -12

# | hIAP activ | GRIN3A LBD mod | SENP8 inh | ATG4B inh
16 | 0.94 | -2 | 11 | 3
17 | 0.93 | 1 | 6 | -8
18 | 0.99 | -4 | 23 | -11
19 | 1 | 2 | 13 | -2
20 | 0.97 | 0 | 18 | -7
21 | 0.96 | -1 | -38 | 12
22 | 0.95 | 1 | 9 | -16
23 | / | 1 | 6 | 2
24 | 1 | -2 | 1 | -5
25 | 0.92 | 5 | 15 | -4
26 | 1.1 | 0 | -232 | -8
27 | 1.1 | 1 | 7 | -3
28 | 0.89 | -3 | -40 | 15
29 | 0.91 | -2 | 17 | -7
30 | 0.95 | -3 | 5 | 4

Other records
# | structure | MPTP block | SENP1 FRET inh | PfGluPho inh | SENP6 inh
31 | O=C(N=Nc1c(O)n(Cc2ccccc2)c2ccccc12)c1cc2ccccc2cc1O | 1.5 | 4 | -11 | /
32 | O=S(=O)(c1ccccc1)n1cc(-c2ccccn2)c(N2CCOCC2)n1 | 0.6 | 2 | 3 | -7
33 | COC(=O)c1c(C(=O)OC)c(-c2ccccc2)n2c1CCC2 | -1.2 | 1 | -15 | -4
34 | Cc1ccc(S(=O)(=O)/N=C(/Nc2c(C)n(C)n(-c3ccccc3)c2=O)c2ccc(Cl)cc2)cc1 | 7.2 | 1 | 1 | 1
35 | CN(Cc1ccc(F)cc1)C(=O)c1ccc(NC(=O)CC2SC(N3CCCC3)=NC2=O)cc1 (configuration not stated) | -0.6 | 0 | -14 | -16
36 | Cc1cc(C)c2c(N)c(C(=O)c3ccc(Br)cc3)oc2n1 | 1.3 | -79 | -1 | -27
37 | CCNc1nc(NCC)n2c(SCC(=O)Nc3cccc(F)c3)nnc2n1 | -2.8 | 1 | -5 | -10
38 | COc1ccc(N2CCN(Cc3nc(-c4ccc(Cl)cc4Cl)no3)CC2)cc1 | 0.0 | -1 | 10 | 2
39 | O=S1(=O)N=C(Nc2ccc(O)cc2)c2ccccc21 | -3.1 | 1 | -18 | -14
40 | O=C(Nc1ncc(Cc2cccc(Cl)c2Cl)s1)C1CCCO1 (configuration not stated) | 0.9 | -1 | 2 | -10
41 | O=C(CCc1ccc(S(=O)(=O)NCCc2ccccc2)cc1)NCc1ccc2c(c1)OCO2 | 6.6 | 0 | -4 | -14
42 | COc1ccccc1N1CCN(S(=O)(=O)c2cn(C)c(=O)n(C)c2=O)CC1 | -2.1 | 2 | 0 | -10
43 | CCN1CCN(CCCN(Cc2ccco2)C(=S)Nc2cc(Cl)ccc2C)CC1 | 16 | 1 | 25 | -14
44 | O=C(O)c1ccccc1-c1ccccc1C(=O)Nc1cccc(-c2nc3ccccc3o2)c1 | -1.1 | 1 | -53 | -5
45 | Cc1cc(C)n(-c2nc3ccccc3c(=O)n2OCC(N)=O)n1 | -0.3 | 0 | -21 | -1

# | hIAP activ | GRIN3A LBD mod | SENP8 inh | ATG4B inh
31 | / | 13* | 38 | -1
32 | 1.1 | 0 | 17 | -16
33 | 0.94 | -1 | 14 | -3
34 | 0.84 | -1 | 13 | -3
35 | 0.99 | -2 | 10 | 6
36 | 0.94 | -9 | -99 | 1
37 | 0.98 | 0 | -3 | 2
38 | 0.91 | 1 | 21 | -2
39 | 1.1 | 19* | 11 | -4
40 | 1.2 | -2 | 18 | 8
41 | 0.97 | 0 | 17 | -9
42 | 1.2 | 0 | 10 | 0
43 | 0.9 | 2 | 11 | -7
44 | 0.82 | -2 | 2 | 40
45 | 0.85 | -2 | 11 | -1

Later entries
# | structure | MPTP block | SENP1 FRET inh | PfGluPho inh | SENP6 inh
46 | O=C(c1ccc2oc(CCc3ccccc3)nc2c1)N1CCC(O)CC1 | 3.5 | -1 | 1 | -1
47 | CN(C)S(=O)(=O)c1cccc(C(=O)Nc2ccc(C(=O)Nc3cccc(S(N)(=O)=O)c3)cc2)c1 | 0.3 | -11 | 24 | -4
48 | CCC(=O)Nc1ccc(NC(=O)c2ccc3ccccc3c2)cc1 | 2.2 | -2 | 15 | 11
49 | CC1(C)NC(=O)N(CNc2cc(Cl)ccc2Cl)C1=O | -1.7 | 1 | -21 | -16
50 | O=[N+]([O-])c1ccc(CN2CCN(c3ccc([N+](=O)[O-])cc3)CC2)cc1 | -0.8 | -4 | 11 | -7
51 | CCN=c1sc(C(=O)Nc2ccccc2)c(C)n1CC | 4.6 | 0 | -7 | -8
52 | O=C(CSc1ccc(Cl)cc1)NNC(=O)c1cccnc1 | -0.7 | -1 | 5 | -5
53 | O=C(COC(=O)c1ccncc1)NCc1ccccc1 | 1.2 | -6 | -21 | -2
54 | O=C(NCc1ccc(Cl)cc1)c1cc(=O)[nH]c2ccc(S(=O)(=O)N3CCOCC3)cc12 | 0.6 | 5 | -7 | 3
55 | Fc1ccc(NC(=S)N2CCc3ccccc32)cc1 | 0.6 | 7 | 7 | -3
56 | CCOC(=O)c1sc2ncn(/N=C/N(C)C)c(=O)c2c1C | -0.8 | 3 | -11 | -16
57 | CCOc1cc(CNCCc2ccc(S(N)(=O)=O)cc2)ccc1OCc1ccccc1 | 105* | 3 | -3 | /
58 | CCOC(=O)c1c(C)c(C(=O)Nc2cc(F)ccc2F)c(C)n1C | 0.1 | -19 | -9 | -2

# | hIAP activ | GRIN3A LBD mod | SENP8 inh | ATG4B inh
46 | 0.71 | -2 | 6 | -7
47 | 1.1 | 21* | -6 | -12
48 | 0.94 | 10* | -20 | -2
49 | 1.1 | 0 | 35 | -2
50 | 0.97 | -1 | 18 | -7
51 | 1 | -1 | 5 | -16
52 | 1.2 | 1 | -2 | -2
53 | 0.93 | 0 | -3 | -2
54 | 0.99 | 0 | -112 | 2
55 | 1.3 | 0 | 2 | -4
56 | 1.1 | 0 | -340 | -4
57 | / | 1 | 10 | 2
58 | 1.2 | 4 | 14 | -10
